Screening data as filed in PubChem BioAssay.
Mito fusion yeast – inhibitors of mitochondrial division or activators of mitochondrial fusion | S. cerevisiae fusion-defective mutant growth rescue, CellTiterGlo 48 h | Potency, µM (top dose mostly 46.1 µM), inactives show at the top dose growth rescue (activation), usual class: activators | 0.23% of 320,000 active;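 also: potency is read from the fitted curve at half-maximal effect; % of control where 0% means no effect; nearly all actives have a fitted effect of over 45% in size; temperature-sensitive fusion mutants such as fzo1-1 at 37 °C on non-fermentable ethanol glycerol medium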
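Luminescent cell viability in 1536-well qHTS format served as the measure of rescued growth in ts fusion-mutant S. cerevisiae cultured on non-fermentable YPEG for 48 hours at 37C.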
KCNH2 3.1 block – KCNH2 3.1 (human) potassium channel inhibition; AID 720553; U2OS KCNH2 3.1, thallium flux FluxOr; active compounds read low; 0.95% of 340,000 active; activity change, % (tested at about 1.8 µM);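 active = maximum activity change below -70%; inconclusive = maximum activity change from -70% to -50%; inactive = maximum activity change above -50%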;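 also: thallium influx rate constant from kinetic fluorescence after stimulation buffer; % is scaled to controls: 0 for no effect and ±100 for the full control effect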
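Measured as rate of thallium-driven FluxOr signal in transduced U2OS cells carrying the 3.1 channel, read kinetically for 2 min upon stimulation; values are rate constants scaled to DMSO control wells.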
USP2a block – inhibitors of human ubiquitin-specific protease USP2a; O75604; USP2 core, Ub-CHOP2 coupled fluorogenic reporter, 485/531; Potency, µM (series often up to 38.3 µM), without a hit: top-dose activity change, negative = inhibition, actives largely listed as inhibitors; 0.01% of 330,000 active; AID 463254;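 also: potency is read from the fitted curve at half-maximal effect; plate controls were DMSO wells for no effect and full inhibition by NEM control for full effect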
Target sequence (O75604 whole entry, looked up): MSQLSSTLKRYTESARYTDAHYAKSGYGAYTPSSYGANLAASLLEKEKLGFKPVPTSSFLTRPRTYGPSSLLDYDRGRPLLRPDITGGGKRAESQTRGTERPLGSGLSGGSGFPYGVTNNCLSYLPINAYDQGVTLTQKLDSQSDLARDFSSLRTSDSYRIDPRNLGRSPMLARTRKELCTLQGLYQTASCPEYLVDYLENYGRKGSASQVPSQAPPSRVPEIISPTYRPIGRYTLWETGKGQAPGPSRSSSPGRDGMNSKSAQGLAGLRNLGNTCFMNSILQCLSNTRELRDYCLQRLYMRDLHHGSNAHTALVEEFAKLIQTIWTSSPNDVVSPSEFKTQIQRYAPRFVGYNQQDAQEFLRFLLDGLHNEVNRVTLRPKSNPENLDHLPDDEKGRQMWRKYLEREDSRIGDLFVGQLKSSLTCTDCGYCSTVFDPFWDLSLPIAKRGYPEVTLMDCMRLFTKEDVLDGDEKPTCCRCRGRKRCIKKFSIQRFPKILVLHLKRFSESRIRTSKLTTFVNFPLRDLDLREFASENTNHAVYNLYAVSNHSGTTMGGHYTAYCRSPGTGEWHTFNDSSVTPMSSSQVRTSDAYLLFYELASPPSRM
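Deubiquitinase activity read as fluorescence (485/531 nm) after Ub-CHOP2 cleavage activates the enterokinase reporter on its substrate; USP2 core 10nM, Ub-CHOP2 and substrate 25nM each, 30min compound preincubation then 60min RT; data normalized to NEM, curves fitted.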
TCR activator – T cell receptor activation | primary human leukocytes, anti-CD3, IL-2 HTRF, 48 h | Potency, µM (highest dose often 9.22 µM), for inactives: at the top dose activation of IL-2 secretion, usual class: activators | 330,000 tested, under 10 active | AID 504894; also: % of control where 0% means no effect
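Primary human leukocytes receive a-CD3 beads and test compound and are incubated 48 hr. Secreted IL-2 is then assayed by HTRF, measuring 665nm acceptor emission after 320nm excitation of the europium donor.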
ELG1 DNA repair – blocks ELG1-dependent DNA repair in HEK293T cells. 2.3% of 330,000 active. HEK293T ELG1-luciferase reporter, luminescence, 16 h; DNA damage induced by 5-fluorouridine. AID 504467. Potency, µM (titrated, usually from 46.1 µM), without a hit: top-dose activity change, negative = inhibition, actives largely listed as inhibitors; also: potency is read from the fitted curve at half-maximal effect; % is scaled to controls: 0 for no effect and ±100 for the full control effect; nearly all actives have a fitted effect of over 55% in size
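Luminescence from the luciferase reporter, measured 30 min after ONE-Glo reagent at room temperature, was the read-out. Beforehand, 2,000 cells per well were exposed for 16 hr at 37 °C to 5-fluorouridine together with compound or vehicle.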
Eya2 phos inh – inhibitors of human Eya2 phosphatase activity; 0.006% of 330,000 active; recombinant Eya2, OMFP fluorescence dephosphorylation (OMFP is methylfluorescein phosphate); AID 488837; O00167; Potency, µM (titrated, usually from 76.9 µM), without a hit: at the highest dose activity, negative = inhibition, most hits filed as inhibitors; also: potency is read from the fitted curve at half-maximal effect; % is scaled to controls: 0 for no effect and ±100 for the full control effect
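Eya2 protein (added as 0.2 uM solution) was preincubated with compound for 10 min at ambient temperature in 50 mM HEPES pH 7.5, 50 mM NaCl, 5 uM MgCl2, 0.05% BSA, 1 mM DTT. OMFP (added at 50 uM) then reacted 10 min; fluorescence read at 485/525 nm.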
A-T KAP1 phos – candidate therapy for ataxia-telangiectasia | […] A-T fibroblasts, KAP-1 phosphorylation AlphaLISA; neocarzinostatin DNA damage 30 min before lysis | Potency, µM (series often up to 57.5 µM), for inactives: top-dose activation, hits mostly activators | 0.19% of 320,000 active | AID 485349; also: potency is read from the fitted curve at half-maximal effect; % of control where 0% means no effect; nearly all actives have a fitted effect of over 45% in size
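hTERT-immortalized A-T patient fibroblasts ([…]), 500 cells/well in OPTI-MEM, 1% FBS, got compounds for 60 min, then NCS for 30 min at 37C. Lysates were then assayed for phospho-KAP-1 by AlphaLISA (anti-pKAP1 donor, anti-KAP1 acceptor beads), 6 hr at 25C.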
hERG WT inh – inhibitors of human wildtype KCNH2 potassium channel; U2OS, BacMam KCNH2, thallium flux FluxOr; active compounds read low; 0.37% of 340,000 active; activity change, % at 1.84 µM;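 active = maximum activity change below -70%; inconclusive = maximum activity change between -70% and -50%; inactive = maximum activity change above -50%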; also: % is scaled to controls: 0 for no effect and ±100 for the full control effect
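U2OS cells transduced with wild-type KCNH2 virus are loaded with FluxOr dye for 45 min, and thallium flux is measured in kinetic reads before and after stimulation buffer. Rate constants are normalized to DMSO controls.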
TSHR antagonist – antagonists of human thyroid stimulating hormone receptor | P16473 | TSHR-expressing cells, TSH-stimulated cAMP HTRF, 2 h; active compounds read low | activity change, negative = inhibition, % at 11.5 µM | 0.2% of 330,000 active | AID 504810;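 active = activity change below a set negative limit, meaning inhibition stronger than a set level, cut at about -70% in these data; inconclusive = activity change between two set negative limits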; also: % is scaled to controls: 0 for no effect and ±100 for the full control effect
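TSHR-expressing cells were treated with compounds, then stimulated with TSH at EC80 (4nM final) for 2 hours at 37 deg C. Cellular cAMP was measured by HTRF competition between lysate cAMP and cAMP-d2 for a cryptate-labelled anti-cAMP antibody.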
TRPV1 agonist – agonists of human vanilloid receptor 1 (TRPV1) | TRPV1-expressing cells, Fluo-8 calcium influx, agonist mode | activation, % at 8.33 µM | 0.19% of 320,000 active | AID 540275; in the data active = activation above about 80%; inconclusive = between about 30% and that limit; also: 0% is about no effect
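Cells expressing TRPV1 were dye-loaded with Fluo-8 and read kinetically: 10 s baseline, 3 min after compound (agonist portion), then 2 min after EC20 capsaicin (allosteric enhancer portion). Calcium-bound dye fluorescence at 480/520 nm.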
* hit, by the source's call; ? = inconclusive; · = not tested or not shown; & = joins results of further samples; [ ] = dose if it differs, or a comment. Unless noted, calls follow the shape of the dose curve; as a rule, active = well fitted curve in the direction sought with a large enough effect; inconclusive = small, poorly fitted or top-dose-only effect, or another doubt; inactive = no such curve, though single readings can be large; an effect the other way counts as inactive or inconclusive. The list is partial; count on the stated rates, not on these rows.

Screens in order: Mito fusion yeast, Eya2 phos inh, USP2a block, hERG WT inh, KCNH2 3.1 block, ELG1 DNA repair, TCR activator, TRPV1 agonist, TSHR antagonist, A-T KAP1 phos
O=C(CCCN=C1NS(=O)(=O)c2ccccc21)OCC(=O)N1CCc2ccccc21
    4%, 18%, 4%, -15, 8, 2%, ·, 2, -2, 1%
O=C(c1ccc(Cl)c(F)c1F)N1CCOCC1
    -3%, 12%, 2%, -9, 3, 17%, 1%, 5, 5, 1%
CCCCN1CC(=O)N2[C@H]3c4ccccc4OC[C@@H]3[C@H](c3ccccc3)[C@]2(C)C1=O
    15%, -27%, 0%, 2, -1, ?, -7%, ?, 24, 7%
O=C(c1cc(-c2ccco2)on1)N1CCc2ccccc2C1
    29%, -7%, ?, -1, 1, ?, 8%, 2, -11, ·
CC(=O)NCC(c1cccs1)S(=O)(=O)c1ccc(F)cc1 (stereo not drawn)
    11%, 4%, -5%, -12, -1, 5%, 0%, 8, 25, -6%
Cc1c(NC(=O)CSc2nnc3c4ccccc4n(CCc4ccccc4)c3n2)c(=O)n(-c2ccccc2)n1C
    0%, -18%, 1%, -5, -1, ?, 0%, -1, -2, 2%
Cc1ccc(S(=O)(=O)NC(=O)NCCCN2CCOCC2)cc1
    2%, -4%, 0%, 20, -1, 3%, 0%, 1, -7, 0%
N=c1c2c(n(Cc3ccc(Cl)cc3)c3c1CCC3)CCC2
    6%, -8%, 3%, -3, 14, 2.9µM*, -3%, 10, -5, 3%
CN(C)c1nc(N)nc(Cn2ccnc2)n1
    -5%, 22%, 2%, 1, 2, 13%, 6%, 0, 10, -4%
COc1ccc(C(C)NC(=S)NCc2ccc(F)cc2)cc1OC (stereo not drawn)
    -11%, -5%, 2%, 1, ·, -4%, 1%, ?, -5, -3%
CCN(CC)CCNC(=O)Cn1nc(-c2ccccc2)c2ccccc2c1=O
    0%, 0%, 6%, -14, -1, 12%, -20%, -2, 5, 2%
CCOc1ccc(NC(=O)CN(C)C(=O)CCNC(=O)c2ccccc2Cl)cc1OCC
    -3%, 16%, 0%, 5, -7, 8%, -2%, -4, 10, -2%
COc1ccc(NC(=O)C2=Cc3ccccc3OC2)cc1
    3%, -3%, 1%, 4, -6, ?, 0%, ?, -4, 2%
Cc1cccc(NC(=O)Cn2nnc(-c3cccs3)n2)c1C
    -4%, 1%, 5%, 1, 5, 11%, -3%, 0, -9, 5%
COc1cc(OC)cc(C(=O)NNC(=O)c2cc3ccccc3cc2O)c1
    19%, 9%, 1%, 2, -9, -20%, -1%, 3, 1, -2%
Fc1cccc(Nc2cc(-n3cccn3)ncn2)c1
    9%, -6%, -7%, -1, -1, 3%, 1%[46.1 µM], ?, -12, 4%
Cc1cc(OCC(=O)NC(C)C)cc(C)c1Br
    20%, 3%, 3%, -12, -10, -4%, -3%[46.1 µM], ?, -5, 2%
COC(=O)c1cc(=O)n(Cc2cccs2)c(=Nc2ccc(F)cc2)s1
    18%, 2%, 2%, -15, -17, -12%, 1%, 4, -14, 8%
CCCCCCC(=O)Oc1ccc(N2C(=O)CCC2=O)cc1
    -12%, 7%, 3%, -1, -21, 0%, -5%, -2, 8, 0%
Cc1ccc(NC(=O)CN2CCC(NC(=O)c3cccc(F)c3)CC2)cc1C
    -9%, 21%, 0%, 8, -7, -20%, ·, 0, -7, -8%
COC(=O)C1=C(C)N(Cc2ccccc2)C(=NCCCCO)N[C@H]1c1cccc(C(F)(F)F)c1
    1%, -22%&-5%, 2%&1%, 6, 0, ?, -4%, 2, 4&-1, 4%&5%
COc1cc2oc(=O)cc(-c3ccc(-c4ccc(CO)cc4)cc3)c2c(OC)c1OC
    ·, -10%, -5%, -1, 3, 5.8µM*, 1%[46.1 µM], ·, -19, 12%
Oc1ccccc1N1CCN(C(=S)NCc2ccccc2)CC1
    6%, -9%, 1%, -5, 15, 4%, -2%, 26, -5, -2%
COCCN(C(=O)c1csnn1)C(C(=O)NC1CCCC1)c1ccccc1F (stereo not drawn)
    -3%, 2%, 0%, -1, 7, 0%, -3%, 1, -6, -1%
Cc1cc(SCc2ccc(Cl)cc2)nc(=O)[nH]1
    4%, 1%, 0%, -25, 22, 3%, 1%, 6, -2, 0%
Cc1ccc(S(=O)(=O)N2CCOC2CNC(=O)C(=O)NCCc2c[nH]c3ccccc23)cc1 (stereo not drawn)
    1%, 3%, 2%, ·, -8, ?, -5%, -4, 0, 1%
O=C(c1ccccc1)c1ccccc1C(=O)N1CCCC1
    -3%, ·, ·, -11, 1, ·, ·, -3, ·, ·
Cc1ccc(C(=O)NCc2ccco2)c(C)c1
    3%, -6%, -1%, 4, 7, ?, 1%, 4, -2, -2%
CCC(=O)Nc1nc2ccc3sc(C)nc3c2s1
    -3%, -4%, 1%, -1, -32, 5%, -5%, -2, 25, -4%
COc1cc(C(=O)NCCC(=O)NC2CCCc3ccccc32)cc(OC)c1OC (stereo not drawn)
    2%, -2%, 0%, 11, 5, 3%, 6%, 1, 31, 2%
CCCOc1ccc(C(=O)NC(=S)Nc2nc3ccccc3s2)cc1
    -2%, -19%, 2%, -1, 7, ?, 2%, 3, 5, -3%
O=C(Cc1ccccc1[N+](=O)[O-])OCc1cccc([N+](=O)[O-])c1
    10%, 0%, 4%, ·, ·, 11%, ·, 27, ·, 4%
O=c1c2c(nc3n1CCCCC3)sc1c(O)cccc12
    4%, 7%, 0%, 4, 2, ?, 7%, -1, 2, -3%
Nc1c2c(nc3ccc(Br)cc13)N(c1ccccc1)CC2
    11%, -31%, 1%, 2, -1, 18%, 1%, 0, -8, 4%
Cc1ccc(Oc2ccc(NC(=O)C3=CC=CN4CCS(=O)(=O)N=C34)cc2)cc1
    2%, -10%, -8%, 1, -6, 17%, -1%, -10, -12, -5%
CN1C(=S)SC(N(O)C(=O)NC2CCCCC2)C1(C)C (stereo not drawn)
    -2%, -31%, 1%, -3, -12, 6%, -3%, -4, -3, -5%
COc1ccc(NC(=O)C2Cc3cc(S(=O)(=O)N4CCCCC4)ccc3N2C(C)=O)cc1Cl (stereo not drawn)
    3%, -2%, -26%, 11, 2, -42%, 2%, 3, -15, -3%
CN1CCCN(S(=O)(=O)c2cccc(C#N)c2)CC1
    23%, -16%, 4%, 4, -10, -10%, 0%, -5, -8, 4%
Cn1c(NCc2cccc(Br)c2)nc2ccccc21
    1%, 4%, 2%, 2, -25, ?, -2%, 1, 1, 4%
CCn1c(SCC(=O)N2CCC(C)CC2)nc2c(c1=O)SCC2
    3%, -3%, -1%, 4, 5, -4%, 1%, -5, 31, 2%
COc1cccc2cc(-c3nnc(SCC(=O)Nc4cc(C(F)(F)F)ccc4Cl)n3N)oc12
    3%, -4%, 0%, 12, -5, 10%, -1%, 2, 8, 12%
COCCN(CCOC)C(=O)CSc1ccc(S(=O)(=O)N2CCN(C)CC2)cn1
    -2%, 9%, 7%, -2, -1, 27%, -10%, -1, -11, 8%
Cc1c(NC(=S)NC(=O)c2cccc3ccccc23)cccc1C(=O)O
    2%, 2%, -6%, -1, -12, 6%, 0%, 1, -15, 13%
COc1cc(/C=C(/NC(=O)c2ccccc2)C(=O)Nc2ccccc2)c([N+](=O)[O-])cc1OC
    -5%, -14%, 7%, -10, -2, 7%, -84%, -1, 9, -1%
Cc1nccn1-c1c2c(c(C#N)c3nc4ccccc4n13)CCC2
    -3%, 10%, 1%, -20, -23, 7%, 3%, -2, 4, 1%
Cc1cc([N+](=O)[O-])nn1CC(=O)NNC(=S)Nc1ccc(Cl)cc1
    0%, 5%, -2%, 3, -13, -5%, ·, 1, -3, -1%
NS(=O)(=O)c1ccc(CCNC(=O)CCCOc2ccccc2)cc1
    -6%, 1%, 6%, 0, 31, -13%, -1%, 9, -4, 6%
COc1ccc(-c2nnc(SCC(=O)NCc3ccco3)n2C)cc1
    -4%, 1%, -1%, -7, -2, 8%, 2%, 2, 7, 1%
Cc1cc2nc3n(c2cc1C)CCCN3
    -17%, -1%, 0%, 5, 14, -7%, ·, 1, 18, -4%
Cc1nc2c3cc(Cl)ccc3n(CCN3CCOCC3)c2s1
    -2%, 6%, 0%, 0, 7, ?, -1%, 4, 23, 5%
CCCOc1cccc(C2/C(=C(/O)c3ccc4c(c3)CC(C)O4)C(=O)C(=O)N2CCN2CCOCC2)c1 (stereo not drawn)
    -1%, -9%, 0%, -4, -4, 13%, 3%, 2, -11, 2%
O=C1CC(c2ccccc2)CC(O)=C1C=NCC1CCCO1 (stereo not drawn)
    1%, 22%, 1%, 4, -5, 19%, 9%, 13, 7, 0%
Cc1ccc(OCC(=O)NC(C)c2ccccc2)c([N+](=O)[O-])n1 (stereo not drawn)
    5%, -5%, 6%, -9, 0, -3%, 0%, 2, 6, -6%
COc1cc(C(=S)N2CCCCC2)ccc1O
    -2%, 9%, 1%, -10, 1, -4%, 8%, -6, 2, ·
